Bioassay records: PubChem, Broad Institute
RAD52 inh – inhibitors of human RAD52 DNA annealing | recombinant RAD52 DNA annealing, FRET fluorescence | 0.46% of 360,000 active | AID 651710 | inhibition, % at 18.7 µM;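 active = every replicate showing at least 50% inhibition; inconclusive = mean inhibition at least 50% but not in every replicate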
ERp5 inh – inhibitors of human ERp5; ERp5 insulin aggregation, absorbance 650 nm, 90 min; inhibition, % at 9.99 µM; 0.05% of 350,000 active; AID 651711;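 active = mean replicate inhibition above about 25%, with every replicate also reaching it, limit read from the data, passing the limit was not always enough; inconclusive = only one of those two criteria met; inactive = neither criterion met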
RAD54 branch – blocks human RAD54 Holliday junction branch migration; Q92698; FAM/BHQ fluorescence; inhibition, % at 10.4 µM; 0.14% of 360,000 active;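 active = mean normalized replicate activity at least 40 and at least half of replicates scoring 40 or more; inconclusive = only one of the two criteria met; inactive = mean below 40 and under half of replicates reaching 40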;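 note: 0% = median of neutral control wells and 100% = median of positive control wells; inhibitors cause a drop in the FAM fluorescence signal; in these data hits start at about 50%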
S100A4 MyoIIA – S100A4-myosin IIA interaction inhibition. S100A4/TAMRA-MyoIIA peptide fluorescence polarization. inhibition, % at 10.7 µM. 0.14% of 360,000 active. AID 652163;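 active = mean inhibition of at least 70% across replicates, with every replicate also reaching that level; inconclusive = mean inhibition reaches 70% but some replicates fall short; inactive = mean inhibition below 70%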
Target sequence (P26447 whole entry, looked up): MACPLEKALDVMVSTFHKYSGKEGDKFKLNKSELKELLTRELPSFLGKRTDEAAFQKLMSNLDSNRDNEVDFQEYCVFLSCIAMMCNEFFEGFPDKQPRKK
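Material: S100A4 monomer protein / Buffer or medium: 50 mM HEPES pH 7.2, 10 mM CaCl2, 100 mM KCl / Times: 5 min incubation before reading / Benchmarks: neutral control DMSO, positive control TFP / Reagent: labelled myosin peptide probe, 5 nM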
esBAF inh – inhibitors of esBAF chromatin remodeling in mouse ES cells; Bmi1-luciferase knock-in reporter, 24 h; 100% = twice the neutral-well signal; reporter increase, % at 12.5 µM; 2% of 350,000 active; in the data active = activation above about 40%; inconclusive = no clear call, values can overlap the other calls;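 note: 0% = median of the plate's neutral control wells and 100% = double that signal; a rise in the Bmi1 reporter signal indicates esBAF inhibition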
XiGFP reactiv – activators of X-chromosome reactivation in mouse fibroblasts; XiGFP mouse fibroblasts, % GFP-positive cells imaging, 3 d; cells co-treated with 5-aza-dC sensitizer; scaled so ellipticine positive control = 100%; 0.055% of 360,000 active; activation, % at 7.58 µM; AID 743238;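 active = mean normalized replicate activation at least 10% and every replicate at or above 10%; inconclusive = only one of the two criteria met; inactive = mean below 10% and not all replicates reach 10%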;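 note: 0% = median of on-plate neutral control wells and 100% = ellipticine 6 µM median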
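System: XiGFP fibroblasts, SV40-immortalized. Medium: DMEM plus 5-aza-dC sensitizer. Doses: single point. Timing: 3 d treatment, 15 min room-temperature fixation. Control set: ellipticine 6 µM.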
ERAP1 HTS inh – ERAP1 (human) enzyme inhibition. inhibition, % at 10.7 µM. Q9NZ08. recombinant ERAP1, Leu-AMC fluorescence, 60 min. AID 652197. 0.15% of 340,000 active;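 active = mean replicate inhibition of at least 30%, or all replicates individually reaching that 30% level; inactive = mean below 30% and not every replicate reaching it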;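 note: 0% = neutral control wells and 100% = L-leucinethiol positive control wells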
E-selectin induc – E-selectin induction on HUVECs | P16581 | HUVEC E-selectin immunofluorescence imaging; normalized: neutral wells 0, TNF-alpha wells 100 | activation, % at 7.58 µM | 0.37% of 260,000 active | AID 686992;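 active = mean E-selectin-positive cell signal at least 10% of the positive control, reached in at least 60% of replicates, without over 20% cell loss; inconclusive = no rule given, readout overlaps actives, possibly toxicity-flagged; inactive = the rest, including those meeting only one limit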;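 note: in these data hits start at about 27%; measured in HUVEC primary endothelial cells; signal is the percent of cells scored E-selectin positive by PE staining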
Target sequence (P16581 whole entry, looked up): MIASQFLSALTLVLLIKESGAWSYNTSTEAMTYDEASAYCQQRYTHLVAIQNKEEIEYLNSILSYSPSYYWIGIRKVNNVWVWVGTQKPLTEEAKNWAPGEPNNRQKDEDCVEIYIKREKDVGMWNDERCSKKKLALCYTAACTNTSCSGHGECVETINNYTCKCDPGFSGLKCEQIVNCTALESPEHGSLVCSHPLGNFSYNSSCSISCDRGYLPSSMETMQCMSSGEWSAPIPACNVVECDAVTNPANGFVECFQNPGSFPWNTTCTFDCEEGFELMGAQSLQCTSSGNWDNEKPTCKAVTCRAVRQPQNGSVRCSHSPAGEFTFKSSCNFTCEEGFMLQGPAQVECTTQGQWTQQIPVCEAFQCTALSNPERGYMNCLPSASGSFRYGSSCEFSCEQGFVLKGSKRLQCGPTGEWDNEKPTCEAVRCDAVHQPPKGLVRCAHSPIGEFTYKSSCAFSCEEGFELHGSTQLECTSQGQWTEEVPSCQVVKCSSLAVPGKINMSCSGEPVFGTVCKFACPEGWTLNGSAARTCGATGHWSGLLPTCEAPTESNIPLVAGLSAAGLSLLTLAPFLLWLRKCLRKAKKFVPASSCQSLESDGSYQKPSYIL
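Test system: HUVEC | Signal: Immunofluorescence imaging | Read-out: Percent E-selectin-positive cells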
Numbers without * were called inactive; & = joins results of further samples. An unsorted share of the library; about 2.5% have a hit in one of these screens.

How did O=C1CCC(C(=O)OCC(=O)N2N=C3/C(=C/c4ccccc4)CCCC3C2c2ccccc2)N1 (configuration not stated) do in these assays?
RAD52 inh: -5; ERp5 inh: -3; RAD54 branch: 7; S100A4 MyoIIA: 0; esBAF inh: 10; ERAP1 HTS inh: 4

What do the screens show for `CN1C(=O)c2cc(NC(=O)C3CC3)ccc2OC[C@H]2O[C@@H](CC(=O)Nc3cccc(Cl)c3)CC[C@@H]21`?
RAD52 inh: 6; ERp5 inh: -7; S100A4 MyoIIA: -76; XiGFP reactiv: 0.2; ERAP1 HTS inh: 4; E-selectin induc: 0.1

What do the screens show for `CC1(C(=O)Nc2cnc3ccccc3c2)CCN1Cc1ccccc1Cl` (configuration not stated)?
RAD52 inh: -9; ERp5 inh: 1; RAD54 branch: 0; S100A4 MyoIIA: 1; esBAF inh: -3; XiGFP reactiv: 0.0; ERAP1 HTS inh: 2; E-selectin induc: -0.3

What do the screens show for `COc1ccc(CC(=O)NNC(=O)c2ccc(NC(C)=O)cc2)cc1`?
RAD52 inh: -5; ERp5 inh: 11; S100A4 MyoIIA: -2; XiGFP reactiv: 0.0; ERAP1 HTS inh: 1

Results for O=C(Nc1cc(F)ccc1F)N1C[C@@H]2[C@H](c3ccccc31)[C@H](CO)N2C(=O)c1ccccc1 ?
RAD52 inh: 7; ERp5 inh: 6; RAD54 branch: -1; esBAF inh: 0; XiGFP reactiv: 0.0; E-selectin induc: -0.2

What do the screens show for `COc1cc(OC)cc(C(=O)NC(C(=O)Nc2ccc3nc(C)sc3c2)C(C)C)c1` (configuration not stated)?
RAD52 inh: -12; ERp5 inh: 1; RAD54 branch: -5; S100A4 MyoIIA: -5; esBAF inh: -4; XiGFP reactiv: 0.0; ERAP1 HTS inh: 2

What do the screens show for `CC=Cc1ccc2n(c1=O)C[C@@H]1[C@@H](CO)[C@H](C(=O)N(C)C)N(CC3CCOCC3)[C@H]21` (mixture of isomers)?
RAD52 inh: -21; ERp5 inh: -3; RAD54 branch: 8; S100A4 MyoIIA: 1; esBAF inh: 3; XiGFP reactiv: 0.1; ERAP1 HTS inh: 1; E-selectin induc: -0.1

Results for CN1C(=O)c2cc(NC(=O)Cc3ccccc3)ccc2OC[C@@H]2O[C@H](CC(=O)NCc3ccc(Cl)cc3)CC[C@@H]21 ?
RAD54 branch: 2; esBAF inh: 21; XiGFP reactiv: 0.1; E-selectin induc: -0.1

Results for COc1ccc(N2CC(C(=O)OCC(=O)NCc3ccccc3)CC2=O)cc1 (configuration not stated) ?
RAD52 inh: -12; ERp5 inh: -3; RAD54 branch: -12; S100A4 MyoIIA: -2; esBAF inh: 5; ERAP1 HTS inh: -4

Results for c1ccc(C2NCCc3ccccc32)cc1 (configuration not stated) ?
RAD52 inh: 6; ERp5 inh: 1; S100A4 MyoIIA: -2; XiGFP reactiv: 0.0; ERAP1 HTS inh: 2

How did O=C(COC(=O)/C=C/c1ccccc1[N+](=O)[O-])NCc1ccco1 do in these assays?
RAD52 inh: -14; ERp5 inh: 3; RAD54 branch: 0; S100A4 MyoIIA: -2; esBAF inh: -2; XiGFP reactiv: 0.0; ERAP1 HTS inh: -3

How did COc1ccc(NC(=O)CSc2ccccc2)cc1S(=O)(=O)N1CCCCC1 do in these assays?
RAD52 inh: -42; ERp5 inh: -1; RAD54 branch: -6; S100A4 MyoIIA: -1; esBAF inh: 13; XiGFP reactiv: 0.0; ERAP1 HTS inh: 3

How did COc1cccc(-n2nnc3c(=O)n(Cc4cccc(C)c4)cnc32)c1 do in these assays?
RAD52 inh: -8; ERp5 inh: -8; RAD54 branch: 6; S100A4 MyoIIA: 2; esBAF inh: -4; XiGFP reactiv: 0.0; ERAP1 HTS inh: 5; E-selectin induc: -1.9

Results for O=C(CCC1CCCN(C(=O)c2ccoc2)C1)NCc1ccc(F)c(F)c1 (configuration not stated) ?
RAD52 inh: -13; ERp5 inh: -6; RAD54 branch: 5; S100A4 MyoIIA: -3; esBAF inh: -2; XiGFP reactiv: 0.0; ERAP1 HTS inh: 0

Results for CCOc1cc(C)cc2oc(=O)cc(-c3ccccc3)c12 ?
RAD52 inh: -4; ERp5 inh: -9; RAD54 branch: 5; S100A4 MyoIIA: -4; esBAF inh: 13; ERAP1 HTS inh: -2

Results for N#Cc1cccc(-c2ccc(C3[C@H]4CNC[C@@H]3N4S(=O)(=O)Cc3ccccc3)cc2)c1 (some centres not stated) ?
RAD52 inh: 19; ERp5 inh: 0; S100A4 MyoIIA: -15; XiGFP reactiv: 0.0; ERAP1 HTS inh: 0; E-selectin induc: 0.0

How did Cc1cccc(NS(=O)(=O)c2ccc(C)c(C(=O)NCc3ccncc3)c2)c1 do in these assays?
RAD52 inh: 0; ERp5 inh: -2; RAD54 branch: 10; S100A4 MyoIIA: 0; XiGFP reactiv: 0.1; ERAP1 HTS inh: 0

Results for Cc1ccc(S(=O)(=O)N(CC(=O)N2CCOCC2)c2ccccc2F)cc1 ?
RAD52 inh: -6; ERp5 inh: 2; RAD54 branch: -11; S100A4 MyoIIA: 3; esBAF inh: 0; XiGFP reactiv: 0.0; ERAP1 HTS inh: -5; E-selectin induc: 0.2

How did Cc1ccccc1S(=O)(=O)N1CC[C@@H]2[C@@H](CO)N(C)c3ccc(-c4cccc(C#N)c4)cc3[C@@H]21 do in these assays?
RAD52 inh: 8; ERp5 inh: -3; RAD54 branch: -1; S100A4 MyoIIA: -6; esBAF inh: 1; XiGFP reactiv: 0.0; ERAP1 HTS inh: 1; E-selectin induc: -0.4

Results for C[C@@H]1CN([C@@H](C)CO)C(=O)c2cc(NC(=O)C3CC3)ccc2O[C@@H]1CN(C)C(=O)Nc1ccc2c(c1)OCO2 ?
RAD52 inh: 8; ERp5 inh: -5; RAD54 branch: -6; S100A4 MyoIIA: 0; esBAF inh: 6; XiGFP reactiv: 0.2; ERAP1 HTS inh: -5; E-selectin induc: 2.1

How did COc1ccc(N2CCN(C(=O)COC(=O)COc3cc(C)cc(C)c3)CC2)cc1 do in these assays?
RAD52 inh: -9; ERp5 inh: 0; S100A4 MyoIIA: -5; XiGFP reactiv: 0.0; ERAP1 HTS inh: -3; E-selectin induc: -1.2

How did C=CCc1cccc(/C=N/NC(=O)C(C)Nc2ccc(C)cc2)c1O (configuration not stated) do in these assays?
RAD52 inh: -5; ERp5 inh: 3; RAD54 branch: 29; S100A4 MyoIIA: -1; esBAF inh: -13; XiGFP reactiv: -0.1; ERAP1 HTS inh: 1; E-selectin induc: -0.2

Results for O=C(NCc1ccncc1)[C@@H]1CCCN1C(=O)[C@@H]1CCCN1C(=O)c1cccc2ccccc12 ?
RAD52 inh: -11; ERp5 inh: -1; S100A4 MyoIIA: -8; XiGFP reactiv: 0.0; E-selectin induc: -0.1

How did CC(C)N(C(=O)Cn1cc(S(=O)(=O)CC(=O)NCc2ccccc2)c2ccccc21)C(C)C do in these assays?
RAD52 inh: -8; ERp5 inh: 4; RAD54 branch: 1; S100A4 MyoIIA: 0; XiGFP reactiv: 0.0; ERAP1 HTS inh: -3; E-selectin induc: 0.0

What do the screens show for `O=C(NCCCN1CCOCC1)C(=O)N/N=C/c1ccc(F)cc1`?
RAD52 inh: -19; ERp5 inh: 3; S100A4 MyoIIA: 0; XiGFP reactiv: 0.1; ERAP1 HTS inh: -1

How did O=CNc1cc(-c2ccc(C(=O)NC3CC3)cc2)cn2c(-c3ccccc3)cnc12 do in these assays?
RAD52 inh: -52; ERp5 inh: -8; RAD54 branch: 10; S100A4 MyoIIA: -4; esBAF inh: -2; XiGFP reactiv: 0.0; ERAP1 HTS inh: -3; E-selectin induc: 0.7

Results for COc1ccc(NC(=O)Nc2ccc3c(c2)C(=O)N([C@@H](C)CO)C[C@H](C)[C@H](CN(C)S(=O)(=O)c2ccc(Cl)cc2)OCCCC[C@@H](C)O3)cc1 ?
RAD52 inh: 24; ERp5 inh: -1; RAD54 branch: 1; S100A4 MyoIIA: -6; esBAF inh: 7; XiGFP reactiv: 0.1; ERAP1 HTS inh: 3

What do the screens show for `CCN1C(=O)/C(=C/C=C2/CCCN2C)OC1=S`?
RAD52 inh: -69; ERp5 inh: 4; S100A4 MyoIIA: 2; esBAF inh: inconclusive; XiGFP reactiv: 0.3; ERAP1 HTS inh: -1

How did COc1ccccc1N(C)S(=O)(=O)c1ccc(C(=O)Nc2ccncc2)cc1 do in these assays?
RAD52 inh: 3; ERp5 inh: -1; RAD54 branch: 3; S100A4 MyoIIA: -26; esBAF inh: -12; XiGFP reactiv: 0.0; ERAP1 HTS inh: 1

What do the screens show for `C[C@@H]1CN([C@@H](C)CO)S(=O)(=O)c2ccc(Br)cc2O[C@H]1CN(C)C(=O)c1cnccn1`?
RAD52 inh: 14; ERp5 inh: -7; RAD54 branch: -2; S100A4 MyoIIA: 5; esBAF inh: -1; XiGFP reactiv: -0.2; ERAP1 HTS inh: 1; E-selectin induc: -0.5

Results for CCNc1nc(NCC)n2c(SCC(=O)Nc3cc(OC)ccc3OC)nnc2n1 ?
RAD52 inh: -4; ERp5 inh: 1; S100A4 MyoIIA: -5; esBAF inh: -11; XiGFP reactiv: 0.3; ERAP1 HTS inh: -1; E-selectin induc: -0.2

Results for Cc1cc(F)ccc1NS(=O)(=O)c1c(C(=O)N2CCOCC2)c(C)n(C)c1C ?
RAD52 inh: -1; ERp5 inh: 1; RAD54 branch: -3; S100A4 MyoIIA: 2; esBAF inh: -5; XiGFP reactiv: 0.1; ERAP1 HTS inh: 1

How did C[C@H]1CN([C@@H](C)CO)C(=O)CCCn2nncc2CO[C@H]1CN(C)Cc1ccc(-c2ccccc2)cc1 do in these assays?
RAD52 inh: 4; RAD54 branch: -4; S100A4 MyoIIA: 5; esBAF inh: 11; XiGFP reactiv: 0.2; E-selectin induc: 0.0

What do the screens show for `Cc1ccc(S(=O)(=O)N(C)C[C@@H]2OCCCC[C@H](C)Oc3ccc(NC(=O)Nc4ccc(F)cc4)cc3C(=O)N([C@H](C)CO)C[C@H]2C)cc1`?
RAD52 inh: -39&-19; ERp5 inh: 0&1; RAD54 branch: 3&0; S100A4 MyoIIA: -7&1; esBAF inh: 6&-1; XiGFP reactiv: 0.1&0.6; ERAP1 HTS inh: -1; E-selectin induc: 1.3

What do the screens show for `COc1cc(/C=C2\NC(=S)N(C)C2=O)ccc1O`?
RAD52 inh: -36; ERp5 inh: 2; S100A4 MyoIIA: -1; XiGFP reactiv: 0.0; ERAP1 HTS inh: 10

Three compounds from above, arranged by SMILES length, descending:
How did C[C@H]1CN([C@@H](C)CO)C(=O)CCCn2nncc2CO[C@H]1CN(C)Cc1ccc(-c2ccccc2)cc1 do in these assays?
RAD52 inh: 4; RAD54 branch: -4; S100A4 MyoIIA: 5; esBAF inh: 11; XiGFP reactiv: 0.2; E-selectin induc: 0.0

Results for O=C(NCc1ccncc1)[C@@H]1CCCN1C(=O)[C@@H]1CCCN1C(=O)c1cccc2ccccc12 ?
RAD52 inh: -11; ERp5 inh: -1; S100A4 MyoIIA: -8; XiGFP reactiv: 0.0; E-selectin induc: -0.1

How did COc1ccccc1N(C)S(=O)(=O)c1ccc(C(=O)Nc2ccncc2)cc1 do in these assays?
RAD52 inh: 3; ERp5 inh: -1; RAD54 branch: 3; S100A4 MyoIIA: -26; esBAF inh: -12; XiGFP reactiv: 0.0; ERAP1 HTS inh: 1
